TCR activator = activates T cell receptor signaling. 330,000 tested, under 10 active. Potency, µM (titrated, usually from 9.22 µM), without a hit: at the top dose activation of IL-2 secretion, hits mostly activators. primary human leukocytes, anti-CD3, IL-2 HTRF, 48 h. AID 504894; note: % of control where 0% means no effect
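Activity was scored as IL-2 release from primary human leukocytes given only a TCR signal (a-CD3 beads) plus compound for 48 hr. Detection used a two-antibody HTRF format read at 665nm.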
a7 integrin act = integrin-mediated muscular dystrophy alleviation activation | alpha7betagal myoblasts, beta-gal FDG fluorescence, 48 h | Potency, µM (titrated, usually from 38.3 µM), inactives show top-dose activation, most hits filed as activators | actives 0.064% (n = 350,000);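 note: potency is the fitted concentration of half-maximal effect; 100% = response of the positive control SU9516; nearly all actives have a fitted effect of over 60% in size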
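alpha7betagal+/- myoblasts (passage 13, 250/well) treated 48 h at 37C with compounds at 1:260 dilution of DMSO stock. Lysed, then beta-galactosidase activity read as FDG fluorescence (ex 480/em 540) after 30 min, with pre-read for autofluorescence.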
A-T KAP1 phos = potential ataxia-telangiectasia treatments restoring KAP-1 phosphorylation; AID 485349; […] A-T fibroblasts, KAP-1 phosphorylation AlphaLISA; neocarzinostatin DNA damage 30 min before lysis; actives 0.19% (n = 320,000); Potency, µM (highest dose often 57.5 µM), inactives show at the highest dose activation, actives largely listed as activators; note: potency is the fitted concentration of half-maximal effect; % of control where 0% means no effect; nearly all actives have a fitted effect of over 45% in size
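hTERT-immortalized A-T patient fibroblasts ([…]), 500 cells/well in OPTI-MEM, 1% FBS, got compounds for 60 min, then NCS for 30 min at 37C. Lysates were then assayed for phospho-KAP-1 by AlphaLISA (anti-pKAP1 donor, anti-KAP1 acceptor beads), 6 hr at 25C.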
ELG1 DNA repair = blocks ELG1-dependent DNA repair in HEK293T cells. HEK293T ELG1-luciferase reporter, luminescence, 16 h; DNA damage induced by 5-fluorouridine. Potency, µM (series often up to 46.1 µM), inactives show at the highest dose activity change, negative = inhibition, hits mostly inhibitors. actives 2.3% (n = 330,000). AID 504467; note: potency is the fitted concentration of half-maximal effect; % is set by controls: 0 for no effect and ±100 for the full control effect; nearly all actives have a fitted effect of over 55% in size
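In this reporter screen, reduction of luminescence relative to DMSO vehicle indicated activity. Compounds and 5-fluorouridine were added together to 2,000 cells per well, incubated for 16 hr at 37 °C, then developed with ONE-Glo.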
Tb PFK block = blocks T. brucei phosphofructokinase | O15648 | T. brucei PFK, ADP-Glo luminescence | Potency, µM (series often up to 57.5 µM), inactives show at the top dose activity, negative = inhibition, actives largely listed as inhibitors | actives 0.17% (n = 330,000);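 note: potency is the fitted concentration of half-maximal effect; 0% = uninhibited 1x PFK enzyme wells and -100% = no-enzyme wells; nearly all actives have a fitted effect of over 60% in size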
Target sequence (O15648 whole entry, looked up): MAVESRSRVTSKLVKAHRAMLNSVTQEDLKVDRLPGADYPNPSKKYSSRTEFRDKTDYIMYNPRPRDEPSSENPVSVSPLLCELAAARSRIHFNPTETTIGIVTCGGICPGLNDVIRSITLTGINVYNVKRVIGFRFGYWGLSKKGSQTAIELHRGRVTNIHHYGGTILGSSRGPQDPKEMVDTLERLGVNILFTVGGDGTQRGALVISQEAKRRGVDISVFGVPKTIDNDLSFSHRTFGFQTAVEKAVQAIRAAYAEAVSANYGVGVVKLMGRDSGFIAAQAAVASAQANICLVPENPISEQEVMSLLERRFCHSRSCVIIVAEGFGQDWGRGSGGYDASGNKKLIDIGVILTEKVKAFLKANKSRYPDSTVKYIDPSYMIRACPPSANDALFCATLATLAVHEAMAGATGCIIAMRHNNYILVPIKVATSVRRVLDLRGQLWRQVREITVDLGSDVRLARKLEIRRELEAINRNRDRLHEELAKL
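In TEA buffer at pH 8.0 with 5 mM MgCl2, enzyme (1.25 nM) converted F6P (0.5 mM) and ATP (0.1 mM) for 45 min at room temperature. ADP product was read by luciferase luminescence.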
Mito fusion act = mitochondrial division inhibition or fusion activation; S. cerevisiae fusion-defective mutant growth rescue, CellTiterGlo 48 h; Potency, µM (titrated, usually from 46.1 µM), inactives show at the highest dose growth rescue (activation), most hits filed as activators; AID 485298; actives 0.23% (n = 320,000);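 note: potency is the fitted concentration of half-maximal effect; % of control where 0% means no effect; nearly all actives have a fitted effect of over 45% in size; temperature-sensitive fusion mutants such as fzo1-1 at 37 °C on non-fermentable ethanol glycerol medium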
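Luminescent cell viability in 1536-well qHTS format served as the measure of rescued growth in ts fusion-mutant S. cerevisiae cultured on non-fermentable YPEG for 48 hours at 37C.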
ASM inhibitor = human S-ASM enzyme inhibition; P17405; placental ASM, HMU-PC fluorogenic substrate, 60 min; Potency, µM (top dose mostly 57.5 µM), for inactives: at the highest dose activity change, negative = inhibition, hits mostly inhibitors; actives 0.006% (n = 340,000); AID 504937; note: potency is the fitted concentration of half-maximal effect
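HMU-PC0 cleavage (9 uM final) by human placental ASM, 60 min at 37 °C following 10 min compound exposure at RT; stopped at pH 10, fluorescence Ex 386/Em 447 nm.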
BCR signal inh = inhibitors of chronic active B-cell receptor signaling; AID 493014; actives 0.05% (n = 340,000); ABC-DLBCL IkBa-CBG/CBR reporter, luminescence ratio, 4 h; Potency, µM (doses to about 46.1 µM), inactives show at the highest dose ratio change, negative = lower green/red ratio, actives largely listed as inhibitors; active = well fitted inhibition curve with a large enough effect in the signal ratio, with a control signal flat, not every such curve was filed as active; inconclusive = small, poorly fitted or top-dose-only effect, or effect the other way, or a change in a side signal; the % refers to the signal ratio;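 note: potency is the fitted concentration of half-maximal effect; plate controls were basal doxycycline-induced cells for no effect and cells given 10 µM MG132 for full effect; MG132 reads +100%, hits lower the ratio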
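Doxycycline induced both beetle luciferases in TMD8 lymphoma cells; IKK-driven degradation limits the IkappaBalpha-fused green signal, while red luminescence normalises for cell number and nonspecific effects. Compounds tested up to 46 uM, 4 hrs.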
Eya2 inh = Eya2 (human) phosphatase inhibition. Potency, µM (doses to about 76.9 µM), for the others: at the highest dose activity, negative = inhibition, actives largely listed as inhibitors. recombinant Eya2, OMFP fluorescence dephosphorylation (OMFP is methylfluorescein phosphate). actives 0.006% (n = 330,000). AID 488837. O00167; note: potency is the fitted concentration of half-maximal effect; % is set by controls: 0 for no effect and ±100 for the full control effect
Target sequence (O00167 whole entry, looked up): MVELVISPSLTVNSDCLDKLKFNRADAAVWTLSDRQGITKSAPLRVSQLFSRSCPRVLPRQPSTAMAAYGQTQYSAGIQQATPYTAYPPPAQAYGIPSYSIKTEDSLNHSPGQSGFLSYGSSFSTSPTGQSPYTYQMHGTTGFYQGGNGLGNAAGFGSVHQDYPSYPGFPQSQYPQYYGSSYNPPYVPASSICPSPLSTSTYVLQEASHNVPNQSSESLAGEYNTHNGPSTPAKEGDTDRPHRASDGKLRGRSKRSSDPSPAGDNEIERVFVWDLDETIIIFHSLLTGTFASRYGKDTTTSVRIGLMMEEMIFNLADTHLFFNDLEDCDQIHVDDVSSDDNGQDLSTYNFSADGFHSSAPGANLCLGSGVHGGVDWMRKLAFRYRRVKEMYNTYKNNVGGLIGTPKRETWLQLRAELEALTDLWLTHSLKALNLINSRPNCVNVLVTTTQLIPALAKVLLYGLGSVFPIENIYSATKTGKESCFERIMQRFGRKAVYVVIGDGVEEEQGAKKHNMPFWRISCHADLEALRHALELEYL
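Eya2 (0.2 uM) preincubated 10 min at ambient with compound, then OMFP substrate added at 50 uM; 10 min reaction in 50 mM HEPES pH 7.5, 50 mM NaCl, 5 uM MgCl2, 0.05% BSA, 1 mM DTT. Fluorescence read at Ex 485/Em 525 nm.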
TSG101-PTAP inh = blocks PTAP/TSG101 interaction to inhibit HIV-1 budding; Fluorescence polarization, FITC-PTAP peptide / Tsg101 binding; Potency, µM (highest dose often 115 µM), for inactives: at the top dose activity change, negative = inhibition, usual class: inhibitors; 340,000 tested, under 10 active; AID 493005; active = well fitted inhibition curve with a large enough effect in the main read-out, with a control signal flat, not every such curve was filed as active; inconclusive = small, poorly fitted or top-dose-only effect, or effect the other way, or a change in a side signal; inactive = no such curve, though single readings can be large or run the other way; note: potency is the fitted concentration of half-maximal effect; % of control where 0% means no effect
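Fluorescence polarization binding of Tsg101 binding domain (10 uM final) to FITC-labeled PTAP peptide (50 nM final) in HEPES pH 7.5 buffer with NaCl, Tween 20, EDTA, TCEP. Compounds added before peptide; binding 20 min at RT.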
TSHR antag = human thyrotropin receptor antagonism; TSHR-expressing cells, TSH-stimulated cAMP HTRF, 2 h; stronger effect = lower value; activity change, negative = inhibition, % at 11.5 µM; actives 0.2% (n = 330,000); AID 504810;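 active = activity change below a set negative limit, meaning inhibition stronger than a set level, cut at about -70% in these data; inconclusive = activity change between two set negative limits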; note: % is set by controls: 0 for no effect and ±100 for the full control effect
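TSHR-expressing cells, 200/well, pre-treated with compound, then stimulated with EC80 TSH (4nM final) for 2 hours at 37 deg C. cAMP measured by competitive HTRF: anti-cAMP cryptate antibody in lysis buffer plus cAMP-d2, read after 30 minutes at room temperature.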
Active calls of the source: *; ? = inconclusive; nt = not tested or not shown; [ ] = dose if it differs, or a comment. Unless noted, calls come from the whole dose curve; as a rule, active = well fitted curve in the direction sought with a large enough effect; inconclusive = small, poorly fitted or top-dose-only effect, or another doubt; inactive = no such curve, though single readings can be large; an effect the other way counts as inactive or inconclusive.

Each structure is followed by: TCR activator	a7 integrin act	A-T KAP1 phos	ELG1 DNA repair	Tb PFK block	Mito fusion act	ASM inhibitor	BCR signal inh	Eya2 inh	TSG101-PTAP inh	TSHR antag
1) CCS(=O)(=O)NCC(c1ccco1)N1CCN(c2ccccc2)CC1 (centres undefined)
→ -4%[46.1 µM]	19%	3%	7%	-6%	-5%	-1%	?	-3%	-1%	3
2) CCOC(=O)C1=NN(c2ccccc2)C2=NC(C)=C(C(=O)OC)C(c3ccc(C)cc3)N12 (centres undefined)
→ -5%[46.1 µM]	2%	3%	-5%	-4%	16%	4%	1%	4%	1%	0
3) COc1ccc2c(-c3ccc(OCCN4CCOCC4)cc3)c(-c3ccccc3OC)sc2c1
→ 9%[46.1 µM]	4%	6%	-17%	2%	nt	?	?	-8%	-5%	-5
4) Cc1cccc(N2CCN(C(=O)c3ccc4ccccc4c3)CC2C)c1 (centres undefined)
→ 9%	20%	3%	?	0%	nt	-1%	-1%	8%	-1%	-12
5) CC(C)c1ccc(NC(=O)COC(=O)c2nn(C)c(=O)c3ccccc23)cc1
→ 8%	?	2%	4%	0%	nt	-18%	2%	0%	0%	-16
6) Cc1ccc(Cn2nnnc2CN2CCC(c3nc4ccc(Cl)cc4[nH]3)CC2)cc1
→ 2%	2%	13%	23µM*	0%	5%	-10%	?	-27%	-6%	-9
7) O=C(O)C1CCCCC1C(=O)Nc1cccc2ccccc12 (centres undefined)
→ 4%[46.1 µM]	15%	-2%	12%	0%	-1%	5%	0%	0%	-8%	8
8) COc1ccc(-c2nc3n(c(=O)c2C#N)CCS3)c(OC)c1
→ -3%	?	-3%	14%	0%	15%	93%[activator]	0%	-7%	-2%	-8
9) CC(C)(C)C(=O)CNS(=O)(=O)c1ccc(S(=O)(=O)NC2CC2)cc1
→ -8%	-8%	3%	-7%	-6%	0%	8%	-2%	-24%	-1%	10
10) CCCn1nnc(NC(=O)c2cccc(OCc3ccccc3)c2)n1
→ -2%	-10%	0%	-1%	1%	10%	-2%	?	2%	-1%	-2
11) c1cnn(-c2cncc(-n3cccn3)n2)c1
→ 1%	0%	8%	?	-2%	6%	2%	6%	-5%	-9%	16
12) O=C1/C(=C/c2ccccc2)CCC1C1CCCC1 (centres undefined)
→ -5%[46.1 µM]	-10%	9%	?	-5%	8%	nt	?	-7%	-1%	-7
13) Cc1cccc2cc(/C=C3\N=C(c4ccccc4)OC3=O)c(N3CCOCC3)nc12
→ 3%	-19%	-3%	2%	4%	-2%	1%	-1%	3%	?	8
14) COc1cccc(-n2nnnc2SCC(=O)NC2CCCC2)c1
→ -3%	4%	nt	-6%	-3%	3%	1%	-15%	22%	-6%	3
15) COc1ccc([C@@H]2[C@@H]3C(=O)N(C(C)(C)C)C(=O)[C@@H]3[C@]3(Cc4ccc(Cl)cc4)C(=O)N(c4ccc(OC)cc4)C(=O)N23)cc1
→ -3%	-6%	0%	?	0%	2%	1%	0%	-16%	-1%	-4
16) O=C(NCc1ccncc1)c1ccc(Cl)c(S(=O)(=O)N2CCOCC2)c1
→ -4%	-4%	-7%	-15%	0%	1%	-1%	-2%	-3%	0%	7
17) Cc1cc(C)n(-c2nnc(C)n2/N=C/c2ccccc2OCc2ccccc2Cl)n1
→ -3%	6%	4%	-35%	10%	-2%	-2%	?	-1%	-4%	-3
18) CCOc1ncccc1C(=O)NNC(=O)c1cccc(S(=O)(=O)N2CCOCC2)c1
→ nt	11%	7%	0%	6%	nt	4%	1%	5%	-1%	18
19) COC(=O)[C@@H]1C[C@H]2CC[C@H](O)C[C@H]2N1Cc1ccc(-c2ccccc2)cc1
→ 1%	8%	-19%	3%	4%	-2%	-3%	0%	2%	-6%	-9
20) COc1ccc(-n2c(=O)c3ccccc3n(CC(=O)NC3CCCCC3)c2=O)cc1OC
→ 2%	-4%	2%	-11%	1%	-11%	5%	1%	-11%	-5%	35
21) Cc1ccc(CNC(=O)C(C)OC(=O)c2cccs2)cc1 (centres undefined)
→ 3%	3%	-1%	12%	-5%	-2%	2%	-2%	-5%	-8%	3
22) CN(C)C(=O)OCC1COc2ccccc2O1 (centres undefined)
→ 2%	-24%	4%	13%	1%	2%	0%	?	?	-3%	23
23) O=C(Nc1ccc(-c2n[nH]c(=S)o2)cc1)c1ccccc1Br
→ -5%	-24%	8%	7%	4%	4%	0%	4%	-3%	-2%	-12
24) COc1ccc2sc(-c3ccccc3OC)c(C#CC(C)(C)O)c2c1
→ 9%	25%	4%	?	0%	?	-17%	-6%	-13%	nt	-26
25) CCOc1ccccc1NC(=O)Nn1cnnc1
→ -2%	?	-4%	0%	-1%	1%	1%	-5%	-13%	-4%	-4
26) CNC(=O)c1ccccc1-c1ccccc1
→ -2%	3%	-3%	3%	-4%	1%	1%	-1%	14%	-3%	20
27) O=C(NCc1ccco1)C1CCN(S(=O)(=O)Cc2ccccc2)CC1
→ 0%[46.1 µM]	-12%	-3%	?	-1%	-1%	5%	12%	6%	-1%	-4
28) O=C(Nc1cc(S(=O)(=O)Nc2ccc(Cl)cc2)ccc1N1CCCCC1)c1ccc(F)cc1Cl
→ 0%[46.1 µM]	-55%[inhibitor]	2%	-28%	0%	15%	-7%	11%	-9%	0%	-10
29) CC(=O)C(Cc1ccccc1)NC(=O)CN1CCc2ccccc2C1 (centres undefined)
→ 6%	4%	-2%	-8%	1%	1%	-2%	-2%	-1%	1%	-5
30) CCCn1nnnc1NC(=O)c1cc(Br)ccc1OC
→ 6%	-12%	2%	-2%	8%	3%	-1%	0%	11%	-6%	-6
31) CC(C)c1nc(SCC(=O)N2CCCc3ccccc32)c2c(=O)n(C)c(=O)n(C)c2n1
→ 1%	3%	-1%	?	0%	?	?	1%	6%	-4%	-6
32) Cn1cccc1/C=N/NC(=O)Cc1cccs1
→ 0%	12%	-10%	?	-2%	-2%	3%	-2%	16%	-9%	1
33) CC(/C=N/NC(=O)c1ccc(Cn2cc([N+](=O)[O-])cn2)o1)=C\c1ccccc1
→ 0%	16%	14%	?	-9%	2%	-23%	?	-3%	1%	-9
34) Cc1ccc(C)c(N(CC(=O)NC2CCCCC2)C(=O)c2csnn2)c1
→ 2%	2%	1%	-3%	-2%	-1%	0%	4%	-16%	-1%	3
35) Cn1c2ccccc2c(=O)c2cc(C#Cc3ccccn3)ccc21
→ -1%	6%	18%	?	2%	10%	nt	16%	-5%	nt	-9
36) NC(=O)c1ccccc1Br
→ -1%	-16%	-5%	3%	2%	-1%	3%	-4%	-3%	0%	-5
37) CC(C)c1onc(C(=O)N2CCCCC2C)c1[N+](=O)[O-] (centres undefined)
→ 1%	-27%	-5%	-2%	3%	-3%	1%	2%	7%	-3%	1
38) CS(=O)(=O)N1CCN(C(=O)c2cc(-c3ccncc3)nc3ccc(Cl)cc23)CC1
→ 0%	6%	nt	nt	nt	-6%	0%	nt	nt	-2%	nt

Only Tb PFK block, A-T KAP1 phos and TSG101-PTAP inh, for some of the entries so far:
no. | structure | Tb PFK block | A-T KAP1 phos | TSG101-PTAP inh
8 | COc1ccc(-c2nc3n(c(=O)c2C#N)CCS3)c(OC)c1 | 0% | -3% | -2%
9 | CC(C)(C)C(=O)CNS(=O)(=O)c1ccc(S(=O)(=O)NC2CC2)cc1 | -6% | 3% | -1%
